AddAB inh: less growth of phage-infected E. coli with AddAB. 330,000 compounds, 0.29% hits. E. coli expressing H. pylori AddAB, absorbance growth. inhibition, % at 11.9 µM; in the data active = inhibition above about 12%;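 note: 0% = vehicle wells of infected cells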
Tat export inh: blocks Tat-dependent protein export in E. coli. E. coli MC4100 TorA-mCherry Tat export, fluorescence. inhibition, % at 10 µM. AID 488895. 340,000 compounds, 0.036% hits;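 active = mean replicate inhibition at least 50% and at least half of replicates individually reaching 50%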;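 note: exported cargo escapes ClpAP degradation while cytoplasmic cargo is degraded and loses fluorescence; 0% = median of neutral control wells and 100% = median of NaSCN control wells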
PfHsp90 set2: reduces growth (ATP signal) of yeast expressing P. falciparum Hsp90; AID 504621; 310,000 compounds, 0.32% hits; S. cerevisiae expressing PfHsp90, BacTiter-Glo ATP, 48 h; yeast lacking PDR1 and PDR3 efflux regulators; inhibition, % at 9.4 µM;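 active = every replicate shows inhibition above about 80%, whatever the replicate mean, limit read from the data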;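 note: 0% = DMSO neutral controls and 100% = 20 µM radicicol positive controls; yeast relying on Plasmodium falciparum Hsp90 in place of its own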
CAL PDZ inh: blocks peptide binding to human CAL PDZ domain. Q9HD26. purified CAL PDZ, TMR-peptide fluorescence polarization, 1 h. inhibition, % at 20 µM. 330,000 compounds, 0.02% hits;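 active = highest replicate inhibition of at least 40%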;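 note: plate controls were DMSO neutral control wells for no effect and unlabeled competitor peptide control wells for full effect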
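Material – purified CerCALP PDZ construct · Detection – FP readout, S and P plane fluorescence · Measure – percent inhibition from loss of millipolarization · Controls – unlabelled peptide for full inhibition, DMSO wells as neutral · Probe or stimulus – TMR-labelled reporter peptide T*-PRC34 bound in PDZ groove · Times – 1 h at RT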
Wnt act: Wnt/beta-catenin pathway activation; 300,000 compounds, 1.2% hits; Wnt/beta-catenin reporter cell assay, activator, plate reader; activation, % at 9.35 µM; in the data active = activation above about 30%, passing the limit was not always enough;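 note: 0% = neutral control wells and 100% = positive control wells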
PvdQ acylase: blocks Pseudomonas aeruginosa PvdQ acylase activity. purified PvdQ acylase, fluorescence plate reader. inhibition, % at 10 µM. 340,000 compounds, 0.063% hits; in the data active = inhibition above about 30%, passing the limit was not always enough;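 note: 0% = vehicle neutral wells and 100% = reference inhibitor wells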
Rtt109 Vps75: C. albicans Rtt109 histone acetyltransferase inhibition. inhibition, % at 34.9 µM. purified Rtt109/Vps75, ThioGlo CoA-SH fluorescence, 4 h. 330,000 compounds, 0.16% hits;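 active = inhibition of at least 50% in every replicate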
Target sequence (Q5AAJ8 whole entry, looked up): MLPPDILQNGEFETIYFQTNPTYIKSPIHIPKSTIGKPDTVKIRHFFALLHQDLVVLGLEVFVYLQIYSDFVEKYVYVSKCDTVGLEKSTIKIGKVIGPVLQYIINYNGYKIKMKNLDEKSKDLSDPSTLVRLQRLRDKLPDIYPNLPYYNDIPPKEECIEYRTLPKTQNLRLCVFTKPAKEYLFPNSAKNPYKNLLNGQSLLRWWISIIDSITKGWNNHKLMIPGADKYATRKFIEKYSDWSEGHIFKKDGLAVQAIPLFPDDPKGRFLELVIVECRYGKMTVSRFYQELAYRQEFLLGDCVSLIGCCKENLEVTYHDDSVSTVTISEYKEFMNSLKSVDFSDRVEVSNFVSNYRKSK
phage Ecoli inh: E. coli growth loss with phage present; growth absorbance; inhibition, % at 11.9 µM; 360,000 compounds, 0.26% hits; in the data active = inhibition above about 11%
DAGLB inh: diacylglycerol lipase beta (human) inhibition | AID 504411 | 340,000 compounds, 0.059% hits | Q8NCG7 | inhibition, % at 5.17 µM | HEK293T DAGLB membrane lysate, EnzChek fluorogenic substrate; in the data active = inhibition above about 34%;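 note: 0% = enzyme with vehicle and 100% = wells lacking enzyme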
Target sequence (Q8NCG7 whole entry, looked up): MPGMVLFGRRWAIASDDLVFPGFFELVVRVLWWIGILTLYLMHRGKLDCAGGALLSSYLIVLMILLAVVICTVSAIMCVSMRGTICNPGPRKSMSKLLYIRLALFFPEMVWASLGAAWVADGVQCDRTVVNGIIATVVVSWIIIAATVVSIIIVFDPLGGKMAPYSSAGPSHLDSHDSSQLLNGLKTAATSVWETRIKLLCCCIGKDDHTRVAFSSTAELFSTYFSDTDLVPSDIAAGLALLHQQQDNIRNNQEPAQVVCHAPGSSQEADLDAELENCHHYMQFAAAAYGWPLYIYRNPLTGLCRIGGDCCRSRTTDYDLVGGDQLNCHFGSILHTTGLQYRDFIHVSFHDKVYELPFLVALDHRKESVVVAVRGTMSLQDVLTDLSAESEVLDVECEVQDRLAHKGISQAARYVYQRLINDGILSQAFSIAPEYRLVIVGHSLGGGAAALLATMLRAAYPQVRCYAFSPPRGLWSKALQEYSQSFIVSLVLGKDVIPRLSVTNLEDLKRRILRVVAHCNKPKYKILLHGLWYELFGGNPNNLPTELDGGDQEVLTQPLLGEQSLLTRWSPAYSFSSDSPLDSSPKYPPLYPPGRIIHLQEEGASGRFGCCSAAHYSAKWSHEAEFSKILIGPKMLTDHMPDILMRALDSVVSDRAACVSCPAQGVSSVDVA
Ecoli viability: counter-screen for AddAB inhibitors: E. coli growth inhibition; E. coli V3065 growth, OD600 absorbance, 18 h; inhibition, % at 11.9 µM; 330,000 compounds, 0.27% hits; AID 449728;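 active = inhibition above the campaign's mean inhibition across all tested compounds plus 3 SD, cut at about 9.9% in these data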;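 note: uninfected addAB+ strain grown without phage in ampicillin broth; 0% = DMSO wells and 100% = ciprofloxacin 0.95 µg/ml wells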
* = called active by the depositor; · = not tested or not shown. Compounds were not picked by outcome; any-hit rate near 1.9%.

SMILES	AddAB inh	Tat export inh	PfHsp90 set2	CAL PDZ inh	Wnt act	PvdQ acylase	Rtt109 Vps75	phage Ecoli inh	DAGLB inh	Ecoli viability
Cc1ccccc1C(=O)NNC(=O)C1CC(=O)N(c2ccc3c(c2)OCCO3)C1 (stereo not given)	-0.3	6	7	-0.5	-2	-14	3	-1.2	-2	0.5
CC(=O)N1c2ccc(S(=O)(=O)N3CCCCC3)cc2CC1C(=O)NCc1ccccc1C (stereo not given)	0.2	-6	19	-1.5	0	-13	-12	1.1	-1	-1.2
COc1ccc(NC(=O)CS(=O)CC(=O)Nc2ccc(NC(C)=O)cc2)cc1 (stereo not given)	0.6	-9	1	-2.1	-2	20	2	1.1	-2	1.2
CCOC(=O)C1=C(C)NC(C)=C(C(=O)OCC)C1c1ccc(Br)o1	-1.3	2	2	-1.6	-10	-13	19	1.4	-2	0.4
Cc1ccccc1CSCC(=O)NNC(=S)NCC1CCCO1 (stereo not given)	·	-4	1	-1.2	-3	-3	-11	1.5	0	·
CCn1ncc(NC(=S)NCCc2ccc(OC)c(OC)c2)c1C(N)=O	2.5	-1	34	-1.8	-1	-6	5	4.1	-1	1.9
CSc1nc(-c2ccccc2)nc(N2CCOCC2)c1C(C)=O	0.5	5	19	-1.2	-1	-10	-5	3.2	-2	0.2
COC(=O)c1cn(C(=O)c2cccs2)c2ccccc12	-0.3	1	10	-0.1	1	-19	8	-0.5	0	-3.0
Nc1c(N2CCN(c3ccccc3)CC2)c2ccccc2oc1=O	1.1	3	2	-1.2	·	8	3	2.6	-2	1.9
Cc1ccc2cc(C)c3nnc(SCC(=O)N4CCN(C(=O)c5ccco5)CC4)n3c2c1	0.1	-8	-15	-0.2	·	-3	3	0.1	1	0.2
CCc1ccc(NC(=O)Cn2cccc2)cc1	-0.2	-8	-5	-2.1	1	-7	2	5.1	0	-0.3
Cc1csc(=O)n1CC(=O)OCC(=O)c1ccc(Br)cc1	3.0	15	17	-2.6	2	-2	-5	3.3	1	-0.6
COc1cc(C(=O)N/C(=C/c2ccc(F)cc2)C(=O)NC(C(=O)O)c2ccccc2)cc(OC)c1OC (stereo not given)	-1.7	-3	0	0.3	0	-16	3	-1.7	0	-1.6
COc1ccc2c(c1)C(=O)CC(c1ccccc1)O2 (stereo not given)	·	5	-30	-0.2	-2	-12	-1	4.2	-10	·
O=C(N/N=C/c1cc(Br)c(O)c(Br)c1)c1cccc(C(F)(F)F)c1	1.7	1	22	-0.7	·	1	-5	0.1	-5	1.7
Cc1ccccc1-c1nc(CS(=O)(=O)CC(=O)N2CCc3ccccc32)c(C)o1	-1.8	-3	6	0.2	-1	-16	6	0.1	1	0.8
CC(=O)Nc1ccc(S(=O)(=O)Nc2nc(C)nc3sc(C)c(C)c23)cc1	-1.9	4	8	-0.7	0	12	15	3.5	-2	-0.8
COc1ccc(C(=O)n2nc(-c3ccc(C)cc3)nc2N)cc1OC	1.6	5	7	-2.1	-1	-6	-4	0.3	-7	-0.6
C=CCn1c(SCC(=O)Nc2ccc(N3CCOCC3)cc2)nnc1-c1ccncc1	4.2	1	7	-2.4	0	0	4	2.4	1	0.3
CCN(CC)C(=O)c1cc2c(=O)c3cc(F)ccc3oc2nc1C	1.2	13	-5	-0.1	4	-10	9	3.4	0	-2.0
CCCc1nc(SCC(=O)N2CCCC2)c2ccccc2n1	0.5	-8	-5	-0.4	-7	-14	-34	2.1	1	-2.2
Cc1ccc(C2/C(=C(\O)c3ccc4c(c3)OCCO4)C(=O)C(=O)N2Cc2cccnc2)cc1 (stereo not given)	2.0	4	0	0.5	0	-6	10	0.8	1	1.2
O=S(=O)(/N=C(/Nc1ccccc1F)c1ccccc1)c1ccccc1	0.2	1	18	-1.8	-2	2	-2	3.2	-1	-2.6
C=CCNc1nc(N)c([N+](=O)[O-])c(N2CCCCCC2)n1	-2.0	-1	-1	-1.2	1	7	4	2.3	-1	-2.7
CC(C)N(Cc1nc(-c2ccccc2)no1)C(=O)CN1C(=O)c2ccccc2C1=O	1.5	9	15	-1.0	·	-14	5	2.6	-3	-0.8
COc1ccc(CN2CCN(Cc3cccc4nonc34)CC2CCO)c(C)c1C (stereo not given)	-0.4	12	-3	-2.0	2	-8	-8	1.9	-2	0.4
O=C(N/N=C/c1cccc([N+](=O)[O-])c1)c1c[nH]c2ccccc12	0.2	2	8	-0.1	22	-1	2	-0.7	-10	0.8
c1cc2c3c(cccc3c1)NC1(CCCC1)N2	·	-1	·	-0.8	-15	-11	6	0.8	13	·
CC1CCCN(C(=O)Cn2c(=O)oc3cc(S(=O)(=O)N4CCCCC4C)ccc32)C1 (stereo not given)	·	-5	10	0.1	-2	7	-4	2.4	-2	·
Cc1cc([N+](=O)[O-])nn1CCCC(=O)Nc1ccc(Cl)cc1Cl	2.5	-4	-5	19	-3	11	-5	2.7	0	-2.1
Cc1ccc2c(C(=O)CN3CCCC(C)C3)c(C)[nH]c2c1 (stereo not given)	-1.6	-2	35	-0.3	1	-14	·	3.7	2	-0.7
Cc1[nH]n(-c2ccccc2)c(=O)c1C(=O)Nc1ccccc1	-0.3	-9	7	-4.0	4	-12	-2	1.1	0	-1.3
COc1ccccc1CNC(=S)NC1CCCCC1	0.3	0	11	-2.0	8	5	8	1.2	1	0.1
O=C(N/N=C\c1ccc(Cl)cc1)c1sccc1-n1cccc1	2.7	-2	-14	1.4	2	-4	-2	3.2	-2	-0.2
CC(C)N(Cc1cc2ccccc2[nH]c1=O)C(=O)c1cccnc1	1.8	-1	7	-0.5	-1	-7	2	-0.9	0	1.4
Cc1c(Cl)cccc1NC(=S)NCCc1ccc(F)cc1	1.5	6	-42	-1.2	-1	9	4	3.7	-7	-0.1
CN(C)c1ccc(/C=C2\SC(N3CCCCC3)=NC2=O)cc1	1.3	-2	20	1.2	0	-1	-8	2.8	-3	1.3
CCN1CCc2c(sc(NC(=O)C3COc4ccccc4O3)c2C(N)=O)C1 (stereo not given)	1.1	-3	-17	-0.1	12	-8	-4	2.4	2	-2.4
CC(C)CCn1c(NCCc2ccccc2)nc2c1c(=O)n(C)c(=O)n2C	-2.5	8	1	-0.1	-4	-12	-4	-2.2	0	0.5
Nc1ccccc1C(=O)NCc1ccccc1	3.6	-2	-13	0.1	·	-13	-1	0.9	-2	0.4
Cc1ccccc1CN1CCC(n2nccc2NC(=O)c2ccc3c(c2)OCO3)CC1	2.1	9	-35	0.1	-3	-13	7	1.8	-1	0.8
COC(=O)C1=C(C)N(Cc2ccc(C)cc2)C(=O)/C1=C\c1cc(OC)c(OC)c(OC)c1	-1.4	16	-2	-3.0	-8	-5	-3	7.7	-1	-0.9
COc1cc(/C=N/NC(=O)c2cccc([N+](=O)[O-])c2)ccc1O	2.4	4	-4	-0.4	2	-2	-1	4.9	2	0.7
CSc1ccc(CCNC(=O)CN2C(=O)c3cccnc3Oc3ccc(C)cc32)cc1	4.5	2	11	-2.6	-3	-3	·	1.1	-7	-0.9
CCCCn1nc2cc(C(=O)N[C@H](C)C3CCCCC3)ccc2c1OCC	2.6	-1	0	-0.3	-7	-12	-2	0.3	2	-1.5

A run of entries taken from the entries so far, for reference:
SMILES	AddAB inh	Tat export inh	PfHsp90 set2	CAL PDZ inh	Wnt act	PvdQ acylase	Rtt109 Vps75	phage Ecoli inh	DAGLB inh	Ecoli viability
CC(C)N(Cc1cc2ccccc2[nH]c1=O)C(=O)c1cccnc1	1.8	-1	7	-0.5	-1	-7	2	-0.9	0	1.4
Cc1c(Cl)cccc1NC(=S)NCCc1ccc(F)cc1	1.5	6	-42	-1.2	-1	9	4	3.7	-7	-0.1
CN(C)c1ccc(/C=C2\SC(N3CCCCC3)=NC2=O)cc1	1.3	-2	20	1.2	0	-1	-8	2.8	-3	1.3
CCN1CCc2c(sc(NC(=O)C3COc4ccccc4O3)c2C(N)=O)C1 (stereo not given)	1.1	-3	-17	-0.1	12	-8	-4	2.4	2	-2.4

(more compounds)
SMILES	AddAB inh	Tat export inh	PfHsp90 set2	CAL PDZ inh	Wnt act	PvdQ acylase	Rtt109 Vps75	phage Ecoli inh	DAGLB inh	Ecoli viability
COC(C[C@H](O)C[C@H](O)COCc1ccccc1)OC	·	9	11	-1.0	2	-7	-5	1.6	-2	·
CCN1CCN(c2ccc(N3CCN(S(=O)(=O)c4cc([N+](=O)[O-])ccc4C)CC3)nn2)CC1	0.6	-4	2	0.0	-6	-13	-4	0.7	1	-1.8
O=C(CCNC(=O)c1ccco1)NCc1ccccc1	2.4	-12	·	0.3	0	0	2	-0.1	2	0.0
O=C(O)c1ccc(S(=O)(=O)c2ccc3c(c2)C(=O)N(NC(=O)c2ccc(O)cc2)C3=O)cc1	2.2	-1	-20	0.0	-1	-14	1	0.5	4	1.1
Cc1cccc(N(C(=O)CCC(=O)Nc2cccnc2)C(C(=O)NC2CCCC2)c2ccncc2)c1 (stereo not given)	-1.2	14	-39	·	·	-15	1	1.4	-2	-0.5
CC(C)(C)c1cc(C(=O)NCc2cccnc2)ccn1	1.1	-7	0	-0.3	-2	0	-4	3.3	2	0.7
CCc1nnc(NS(=O)(=O)c2ccc(NC(=O)c3ccccc3C)cc2)s1	-0.3	-8	25	-4.2	-1	9	28	3.7	4	2.5
CC(=O)c1c(N)[nH]c(-c2ccccc2)nc1=S	-1.1	-1	14	-0.4	·	-13	-26	·	-1	-4.6
C=CCn1c(CCNC(=O)c2cccs2)nnc1SCC(=O)Nc1cccc(F)c1	2.3	-4	16	-0.5	·	-18	-3	1.7	0	0.2
Nc1nc(SCC(=O)Nc2ccc(Cl)cc2)[nH]c(=O)c1-c1ccccc1	2.8	-5	-3	-0.8	-1	-13	-11	1.8	3	0.7
COc1ccccc1NS(=O)(=O)c1cccc(C(=O)N/N=C/c2ccc(N3CCOCC3)cc2)c1	-1.9	7	-16	-1.2	-2	5	-3	2.7	3	0.8
CN(c1ccccc1C(=O)Nc1ccc2c(c1)OCO2)S(C)(=O)=O	1.8	-4	33	·	-4	-17	0	0.2	-4	0.0
O=C(CCCl)N1CCN(c2nc(-c3ccccc3)cs2)CC1	-1.0	2	-5	0.4	5	4	-10	2.0	0	-2.0
COc1ccc(/C=C(/NC(=O)c2ccc(OC)c(OC)c2)C(=O)NCCc2c[nH]c3ccccc23)cc1	1.8	-5	-20	-1.2	-4	-12	-11	3.5	3	-0.8
CC(=C/c1ccccc1)/C=N/NC(=O)CSc1nc(C)cc(C)n1	2.9	6	-5	-3.8	-13	-3	-1	2.2	1	-0.1
O=C(O)c1ccc(NS(=O)(=O)c2ccc(Cl)c(C(=O)Nc3ccccc3[N+](=O)[O-])c2)cc1	0.8	6	-20	0.3	1	-2	2	-0.9	0	0.5
CNC(=O)COC(=O)c1cc2c(C)nn(-c3ccc(F)cc3)c2s1	0.9	-4	17	0.0	-1	5	-1	1.3	-1	-1.0
O=C(CSc1nc(=O)n(CCCN2CCOCC2)c2c1CCCC2)Nc1ccc(F)c(F)c1	2.4	-3	10	-2.3	-1	-13	-2	0.1	-1	1.0
S=C(NCc1ccccc1)Nc1cccc(Cl)c1	3.9	-1	-52	-1.0	-1	-5	6	7.5	1	2.1
O=C(c1cncc(Br)c1)N1CCN(c2ccc([N+](=O)[O-])cc2)CC1	1.8	-7	8	-3.2	0	6	0	-0.1	6	0.5
COCC1CCCCN1C(=O)c1cc(COc2ccc3ncccc3c2)on1 (stereo not given)	2.3	-1	14	-2.5	-3	-15	25	1.4	3	0.2
Cc1ccc(C(=O)COC(=O)COc2ccccc2[N+](=O)[O-])s1	1.8	-1	-16	-0.3	-5	-8	-5	2.4	-1	-4.9
